# High-throughput results (PubChem BioAssay)
# Menin MLL FP TR = qHTS Assay for Inhibitors Targeting the Menin-MLL Interaction in MLL Related Leukemias: Competition With Texas Red Labeled MLL-derived Mutant Peptide | O00255 | Menin + Texas Red MLL mutant peptide, fluorescence polarization | Potency, µM (top dose mostly 61.6 µM), inactives show at the highest dose FP activity change, negative = inhibition, actives largely listed as inhibitors | actives 0.23% (n = 270,000) | AID 1768, 2009; active = well fitted inhibition curve with a large enough effect in the polarisation, with a control signal flat, not every such curve was filed as active; inconclusive = small, poorly fitted or top-dose-only effect, or effect the other way, or a change in a side signal; inactive = no such curve, though single readings can be large or run the other way; the % refers to the polarisation; note: potency is the fitted concentration of half-maximal effect; % of control where 0% means no effect; many of its hits are not listed in these tables
# Target sequence (O00255 whole entry, looked up): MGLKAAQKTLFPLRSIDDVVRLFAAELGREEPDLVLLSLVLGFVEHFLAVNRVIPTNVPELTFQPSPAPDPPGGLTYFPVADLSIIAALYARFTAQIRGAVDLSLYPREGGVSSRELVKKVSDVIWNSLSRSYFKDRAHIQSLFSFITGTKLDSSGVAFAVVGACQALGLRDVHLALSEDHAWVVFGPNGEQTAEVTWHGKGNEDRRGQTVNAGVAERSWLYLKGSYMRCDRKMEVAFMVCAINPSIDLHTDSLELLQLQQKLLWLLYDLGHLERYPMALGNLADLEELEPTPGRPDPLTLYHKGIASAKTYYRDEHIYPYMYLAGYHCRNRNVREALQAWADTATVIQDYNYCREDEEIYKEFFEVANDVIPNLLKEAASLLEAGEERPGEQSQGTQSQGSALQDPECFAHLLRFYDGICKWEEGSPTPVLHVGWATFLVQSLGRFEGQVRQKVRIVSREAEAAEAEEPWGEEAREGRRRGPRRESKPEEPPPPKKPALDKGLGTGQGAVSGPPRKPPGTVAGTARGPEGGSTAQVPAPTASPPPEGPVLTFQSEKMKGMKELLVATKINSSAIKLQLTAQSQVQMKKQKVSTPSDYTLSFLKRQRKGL
# FLuc counter = qHTS profiling assay for firefly luciferase inhibitor/activator using purifed enzyme and Km concentrations of substrates (counterscreen for miR-21 project); Luciferin 4-monooxygenase (Photinus pyralis), P08659; purified FLuc, Km substrates, luminescence inhibition; Potency, µM (series often up to 57.5 µM), inactives show at the highest dose activity change, negative = inhibition, most hits filed as inhibitors; actives 6.9% (n = 360,000);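 note: potency is the fitted concentration of half-maximal effect; plate controls were vehicle for no effect and reference inhibitor for full effect; nearly all actives have a fitted effect of over 55% in size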
#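 Purified P. pyralis luciferase, 10 nM final, with Km-level 10 uM D-luciferin and 10 uM ATP in 50 mM Tris acetate pH 7.5, 10 mM Mg acetate, 0.01% Tween-20, 0.05% BSA; 6-point qHTS titration about 60 µM downward; luminescence read.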
# VP16 counter = VP16 counterscreen qHTS for inhibitors of ROR gamma transcriptional activity | actives 3.5% (n = 310,000) | AID 2546, 2010 | Drosophila S2 Gal4-VP16 UAS-luciferase, luminescence, 20 h | Potency, µM (highest dose often 53.6 µM), inactives show at the highest dose activity, negative = inhibition, most hits filed as inhibitors;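 note: Gal4-VP16 expression switched on by copper sulfate through the metallothionein promoter; potency is the fitted concentration of half-maximal effect; % is set by controls: 0 for no effect and ±100 for the full control effect; nearly all actives have a fitted effect of over 50% in size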
# RORg inh = qHTS for inhibitors of ROR gamma transcriptional activity; Nuclear receptor ROR-gamma (Mus musculus), P51450; Drosophila S2 Gal4-RORgamma UAS-luciferase reporter, 20 h; Potency, µM (titrated, usually from 53.6 µM), without a hit: at the highest dose activity change, negative = inhibition, actives largely listed as inhibitors; actives 5.4% (n = 310,000); note: potency is the fitted concentration of half-maximal effect; % is set by controls: 0 for no effect and ±100 for the full control effect; nearly all actives have a fitted effect of over 60% in size
# Target sequence (P51450 whole entry, looked up, the tested form may be a part): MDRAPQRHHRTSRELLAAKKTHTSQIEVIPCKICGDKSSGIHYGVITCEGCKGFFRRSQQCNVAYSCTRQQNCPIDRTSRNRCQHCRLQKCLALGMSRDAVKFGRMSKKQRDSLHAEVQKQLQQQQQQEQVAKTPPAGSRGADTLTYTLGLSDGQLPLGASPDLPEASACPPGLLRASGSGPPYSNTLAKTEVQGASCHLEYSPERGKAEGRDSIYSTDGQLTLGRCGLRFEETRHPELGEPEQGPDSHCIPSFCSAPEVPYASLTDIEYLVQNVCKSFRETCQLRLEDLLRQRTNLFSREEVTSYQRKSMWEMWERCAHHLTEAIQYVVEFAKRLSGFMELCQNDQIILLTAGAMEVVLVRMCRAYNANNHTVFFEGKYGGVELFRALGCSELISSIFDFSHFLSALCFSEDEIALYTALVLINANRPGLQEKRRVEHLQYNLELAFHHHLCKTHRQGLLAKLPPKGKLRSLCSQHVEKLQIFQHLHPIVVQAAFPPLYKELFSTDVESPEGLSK
#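 Read-out: Photinus luciferase luminescence; inhibitors lower reporter signal. Insect Schneider cells with Gal4-ROR gamma fusion under metallothionein promoter, UAS reporter; 700 uM final copper sulfate induction, 20 hr, ambient temperature.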
# PKM2 act = qHTS Assay for Activators of Human Muscle isoform 2 Pyruvate Kinase; Potency, µM (titrated, usually from 57.5 µM), for inactives: at the highest dose activation, most hits filed as activators; actives 0.34% (n = 260,000); purified PKM2, Kinase-Glo ATP luminescence, activation; response scale: 0% is enzyme alone, no compound; Pyruvate kinase PKM (Homo sapiens), P14618; note: potency is the fitted concentration of half-maximal effect; % is set by controls: 0 for no effect and ±100 for the full control effect; nearly all actives have a fitted effect of over 55% in size
#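 Kinase-Glo luminescence reports ATP generated from ADP (0.1 mM) and PEP (0.5 mM) by purified hPK-M2 after 1 h at room temperature, pH 7.2 imidazole buffer; intermediate enzyme activity allows detecting inhibitors and activators.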
# Rab9 promoter act = qHTS Assay for Rab9 Promoter Activators; Huh7 Rab9 promoter-luciferase reporter, luminescence, 24 h; Potency, µM (top dose mostly 9.22 µM), for the others: at the top dose activation, negative = inhibition, hits mostly activators; actives 2.8% (n = 320,000); note: potency is the fitted concentration of half-maximal effect; % of control where 0% means no effect; nearly all actives have a fitted effect of over 60% in size
#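 Huh7 reporter line, Rab9 promoter upstream of luciferase. Compound exposure 24 h at 37 °C in reduced-serum medium with 10% FBS. Read-out: luminescence.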
# Mito fusion act = qHTS Assay for Small Molecule Inhibitors of Mitochondrial Division or Activators of Mitochondrial Fusion; S. cerevisiae fusion-defective mutant growth rescue, CellTiterGlo 48 h; Potency, µM (doses to about 46.1 µM), without a hit: at the highest dose growth rescue (activation), usual class: activators; actives 0.23% (n = 320,000); AID 485298, 2010;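 note: potency is the fitted concentration of half-maximal effect; % of control where 0% means no effect; nearly all actives have a fitted effect of over 45% in size; temperature-sensitive fusion mutants such as fzo1-1 at 37 °C on non-fermentable ethanol glycerol medium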
#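 Read-out: ATP-based luminescence (CellTiterGlo, 10 min ambient) reporting growth of fusion-defective ts yeast after 48 hours at 37C on glycerol/ethanol YPEG medium in the presence of compound.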
# ELG1 repair inh = qHTS screen for small molecules that inhibit ELG1-dependent DNA repair in human embryonic kidney (HEK293T) cells expressing luciferase-tagged ELG1; AID 504467, 2011; HEK293T ELG1-luciferase reporter, luminescence, 16 h; DNA damage induced by 5-fluorouridine; actives 2.3% (n = 330,000); Potency, µM (top dose mostly 46.1 µM), for the others: at the highest dose activity change, negative = inhibition, most hits filed as inhibitors; note: potency is the fitted concentration of half-maximal effect; % is set by controls: 0 for no effect and ±100 for the full control effect; nearly all actives have a fitted effect of over 55% in size
#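 5-Fluorouridine DNA damage + compound/DMSO, 2,000 cells/well, 16 h, 37 °C/5% CO2. ONE-Glo, 30 min RT, luminescence. Readout = decrease in reporter signal.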
# NPC1 promoter act = qHTS Assay for NPC1 Promoter Activators. Huh7 NPC1 promoter luciferase reporter, 24 h. Potency, µM (highest dose often 9.22 µM), for inactives: top-dose activation, usual class: activators. actives 2.4% (n = 320,000). AID 485313, 2010;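 note: potency is the fitted concentration of half-maximal effect; % of control where 0% means no effect; nearly all actives have a fitted effect of over 60% in size; reporter is driven by a mutant NPC1 promoter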
#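 Luciferase expression driven by the NPC1 promoter was measured in stably transfected Huh7 cells after a 24 h compound incubation, using a luciferase reagent and a luminescence read.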
# KCNH2 3.1 block = qHTS for Inhibitors of KCHN2 3.1: Mutant qHTS; U2OS KCNH2 3.1, thallium flux FluxOr; stronger effect = lower value; Potassium voltage-gated channel subfamily H member 2, brain isoform KCNH2 3.1 (human); AID 720553, 2013; activity change, % (tested at about 1.8 µM); actives 0.95% (n = 340,000);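 active = maximum activity change below -70%; inconclusive = maximum activity change from -70% to -50%; inactive = maximum activity change above -50%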;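 note: thallium influx rate constant from kinetic fluorescence after stimulation buffer; % is set by controls: 0 for no effect and ±100 for the full control effect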
#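 Measured as rate of thallium-driven FluxOr signal in transduced U2OS cells carrying the 3.1 channel, read kinetically for 2 min upon stimulation; values are rate constants scaled to DMSO control wells.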
# MBNL1 CUG block = qHTS Assay for Inhibitors of MBNL1-poly(CUG) RNA binding. TR-FRET MBNL1-His/biotin-(CUG)12 binding, 665/545 ratio. Potency, µM (titrated, usually from 57.5 µM), inactives show at the top dose activity change, negative = inhibition, usual class: inhibitors. actives 0.036% (n = 280,000). AID 2675, 2010; active = well fitted inhibition curve with a large enough effect in the signal ratio, with a control signal flat, not every such curve was filed as active; inconclusive = small, poorly fitted or top-dose-only effect, or effect the other way, or a change in a side signal; inactive = no such curve, though single readings can be large or run the other way; the % refers to the signal ratio; note: potency is the fitted concentration of half-maximal effect; % is set by controls: 0 for no effect and ±100 for the full control effect
#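 Compound titration spanned 92 nM–58 uM against the MBNL1-His/biotin-(CUG)12 complex. After 60 min at room temperature with 5 nM streptavidin-XL665 and 0.055 ng/ul terbium anti-His, ratiometric 665/545 nm emission (Ex 340 nm) normalized to controls.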
# Active calls of the source: *; u = inconclusive; x = no result given; & = joins results of further samples; [ ] = another dose, or the depositor's remark. Unless noted, calls come from the whole dose curve; as a rule, active = well fitted curve in the direction sought with a large enough effect; inconclusive = small, poorly fitted or top-dose-only effect, or another doubt; inactive = no such curve, though single readings can be large; an effect the other way counts as inactive or inconclusive. An excerpt; count on the stated rates, not on these rows.
Structure,Menin MLL FP TR,FLuc counter,VP16 counter,RORg inh,PKM2 act,Rab9 promoter act,Mito fusion act,ELG1 repair inh,NPC1 promoter act,KCNH2 3.1 block,MBNL1 CUG block
O=C(CCCn1cnc([N+](=O)[O-])n1)Nc1cccc(Cl)c1Cl,6%,0%,-10%,-5%[10 µM],-13%,-2%,2%,4%,0%,3,x
COc1ccc(N2C(=O)CC(c3cc(OC)c(OC)c(OC)c3)CC2=O)cc1,x,0%,-8%,-23%,1%,-3%,-2%,u,-16%,-21,-9%
c1csc(C(c2nnnn2C2CCCCC2)N2CCCC3(CCCCC3)C2)c1 (stereo unspecified),0%,2%,5%,9%,-3%,-3%,0%,-3%,-2%,-3,25µM*
CCOC(=O)C1CCN(S(=O)(=O)c2cc(F)ccc2OC)CC1,3%,1%,2%,8%,19%,-2%,4%,3%,-3%,-14,-5%
Cc1c(NC(=O)CSc2ccc3c(c2)OCCO3)c(=O)n(-c2ccccc2)n1C,-14%,1%,-1%,-17%,-3%,-7%,-5%,-4%,2%,-1,-12%
COc1cc(NC(=S)NN2CCN(C)CC2)cc(OC)c1OC,5%,1%,-7%,-18%,-25%,0%,5%,13%,1%,-7,-3%
NC(=O)[C@@H]1CCCN1C(=O)c1ccc2nc(Cc3cccc(Cl)c3)oc2c1,x,-2%,-2%,-1%,-9%,-1%,1%,0%,-4%,1,0%
CSCCC(NC(=O)c1ccccc1)C(=O)Nc1ccc(C)cc1 (stereo unspecified),-12%,6%,-3%,32%,8%,-5%,1%,-4%,-1%,2,x
CCO[C@H]1OC(C(=O)N2CCN(Cc3ccccc3)CC2)=C[C@@H](c2coc3ccccc3c2=O)[C@@H]1CCCO,-24%,0%,3%,15%,0%,0%,-1%,u,-1%,5,6%
Cc1cc(C)c(C#N)c(SCC(=O)OC2CCCCC2)n1,-17%,-18%,-5%,-24%,1%,0%,9%,15%,0%,-5,4%
NC(=O)C1CCN(C(=O)c2ccc(NS(=O)(=O)c3ccc(F)c(F)c3)cc2)CC1,x,2%,x,x,x,-5%,-6%,5%,0%,26,x
Cc1cc(C)c(N)c(C(=O)O)c1,-30%,0%,3%,12%,-1%,-4%,3%,3%,2%,13,-6%
CCN(Cc1ccccc1)C(=O)CCc1nc(CN2CCN(C(=O)c3ccc([N+](=O)[O-])cc3)CC2)no1,-12%,-1%,-6%,29%,x,-3%,5%,-2%,-3%,16,u
COc1ccc(C2=NN(C(=O)CSc3nc4ccccc4s3)C(c3ccc(OC)cc3)C2)cc1 (stereo unspecified),1%,-2%,7.1µM*,u,-5%,-5%,6%,3%,-4%,-6,-6%
Cc1ccc(C(=O)c2ccccc2C(=O)O)c(O)c1,-3%[11.7 µM],-1%,2%,1%,19%,4%,0%,0%,-1%,-5,11%
CSCCC(NS(=O)(=O)c1cccc(C(F)(F)F)c1)C(=O)N(C)CCOc1ccc(Cl)cc1 (stereo unspecified),x,3%,x,x,x,-5%,u,u,-2%,-1,x
COc1ccccc1NS(=O)(=O)c1cc(C)ccc1C,2%,3%,0%,9%,0%,1%,12%,-4%,-2%,-26,-1%
COc1ccc(CC(=O)NCC2(c3ccc(OC)c(OC)c3)CCCC2)cc1,-18%,-2%,-5%,27%,6%,-1%,2%,3%,0%,-1,-11%
COc1cccc(NC(=O)C2CCCN(S(=O)(=O)c3cccc4nsnc34)C2)c1 (stereo unspecified),4%,-1%,-9%,39%,-4%,-1%[1.84 µM],1%,u,0%,5,u
CSc1nc(-c2ccccc2)nc(NC(C)=O)c1C(C)=O,12%,3%,-2%,0%,0%,-3%,15%,15%,-2%,-6,1%
O=C(O)c1nn(Cc2nc3ccccc3o2)c(=O)c2ccccc12,51%[activator],-10%,5%,26%,x,-4%,-5%,-5%,2%,-1,u
COc1cc(C2C(C(=O)c3cccs3)=C(O)C(=O)N2Cc2ccco2)cc(OC)c1OC (stereo unspecified),31%[activator],1%,3%,-22%,4%,1%,0%,18%,4%,2,9%
CCOc1ccccc1NC(=O)CCN1CCN(S(=O)(=O)c2ccc(Br)cc2)CC1,-9%,4%,-3%,0%,0%,-5%,-7%,3%,-2%,-2,6%
COc1cc(OC)c(OC)cc1/C=N/n1c(COc2ccccc2)n[nH]c1=S,7%,2%,-9%,-39%,x,-7%,-12%,-12%,-1%,-6,-2%
COc1cc(C(=O)NC2CC3CCCC(C2)N3Cc2ccccc2)cc(OC)c1OC (stereo unspecified),-1%,-1%,-2%,-41%,-8%[11.5 µM],6%,3%,-2%,-5%,2,2%
CCOC(=O)/C(C(C)=O)=C1/OC(=O)c2ccccc21,4%,-1%,-2%,-7%,-6%,-2%,0%,12%,1%,-5,3%
COc1ccc(-n2nnnc2/C=C/Nc2cc(C(F)(F)F)ccc2OC)cc1,x,-1%,4%,8%,3%,1%,3%,-5%,6%,1,x
CCCCCn1c(N2CCC(C(N)=O)CC2)nc2c1c(=O)[nH]c(=O)n2C,-4%,0%,-12%,3%,3%,0%,9%,0%,3%,40,-5%
COc1ccc(NC(=O)c2ccco2)cc1NC(=O)c1ccccc1[N+](=O)[O-],x,-17%&-11%,13%,6%,-7%,13%,0%,-2%,1%,6,u
COC(=O)[C@@]1(Cc2ccc(F)cc2)[C@H]2c3cc(C(=O)N4CCCC4)n(CCc4ccccn4)c3C[C@H]2CN1C(=O)c1ccccc1,-18%&3%,4%,11%&-12%,u,6%&-8%,-1%,7%,-2%,-3%,1,22%

# Going on with the list.
Structure,Menin MLL FP TR,FLuc counter,VP16 counter,RORg inh,PKM2 act,Rab9 promoter act,Mito fusion act,ELG1 repair inh,NPC1 promoter act,KCNH2 3.1 block,MBNL1 CUG block
COc1ccc(/C=N/NC(=O)c2ccn[nH]2)cc1COc1ccc([N+](=O)[O-])c(C)c1,x,u,-21%,33%,-4%,0%,7%,u,-1%,-6,x
Fc1ccc(CNn2cnnc2SCc2ccc(F)cc2)cc1,-11%,5%,2%,u,3%,-1%,0%,u,-3%,-3,u
N/C(=N\OC(=O)c1ccccc1[N+](=O)[O-])c1ccccn1,2%,2.1µM*,7%,23%,-14%,1.6µM*,6%,u,1.8µM*,2,u
O=C(CN1CCOCC1)Nc1nc(-c2ccc(Cl)cc2)cs1,0%,-14%,17%,21%,x,1%,1%,-22%,-5%,-5,-4%
CC(=O)c1ccc2c(c1)c1ccccc1n2CC(C)C,4%,-4%,-8%,-13%,-5%,-4%,10%,19%,-5%,13,-1%

# Some of the entries so far, with each value named.
> Fc1ccc(CNn2cnnc2SCc2ccc(F)cc2)cc1
  Menin MLL FP TR = -11%	FLuc counter = 5%	VP16 counter = 2%	RORg inh = u	PKM2 act = 3%	Rab9 promoter act = -1%	Mito fusion act = 0%	ELG1 repair inh = u	NPC1 promoter act = -3%	KCNH2 3.1 block = -3	MBNL1 CUG block = u

> N/C(=N\OC(=O)c1ccccc1[N+](=O)[O-])c1ccccn1
  Menin MLL FP TR = 2%	FLuc counter = 2.1µM*	VP16 counter = 7%	RORg inh = 23%	PKM2 act = -14%	Rab9 promoter act = 1.6µM*	Mito fusion act = 6%	ELG1 repair inh = u	NPC1 promoter act = 1.8µM*	KCNH2 3.1 block = 2	MBNL1 CUG block = u
